Salmonella PhoP GFP – inhibitors of PhoP regulon expression, primary screen, Salmonella Typhimurium, GFP reporter (AID 1863); one-dose inhibition, % at 50 µM; IC50 in µM for titrated hits; S. Typhimurium PhoP-regulated promoter GFP reporter, 4 h; higher % means a stronger effect; 300,000 tested, 0.16% active;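 active means inhibition over 29.93%, a cutoff 3 SD above the screen mean, later confirmed by dose response; inconclusive means inhibition over 29.93% but no dose response follow-up; inactive means inhibition at most 29.93% or unconfirmed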;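 further: 0% = low Mg2+ inducing control and 100% = high Mg2+ repressing control; strong numbers were not always called active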
PMI inhibitors – MPI enzyme activity inhibition – biochemical, fluorescence intensity, coupled assay, primary screen (AID 1209). purified PMI enzyme, coupled fluorescence intensity; higher % means a stronger effect. one-dose inhibition, % at 20 µM; IC50 in µM for titrated hits. 190,000 tested, 0.42% active;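 further: plate controls were DMSO vehicle for no effect and wells lacking substrate for full effect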
human PMI inhibitors – MPI inhibition at elevated mannose 6-phosphate – biochemical, fluorescence intensity, high mannose 6-phosphate, primary screen (AID 1220); recombinant PMI enzyme, coupled fluorescence intensity; higher % means a stronger effect; one-dose inhibition, % at 20 µM; IC50 in µM for titrated hits; 190,000 tested, 0.66% active
Insulin prom up – MIN6 insulin promoter up-regulation; MIN6 insulin promoter-GFP reporter, high-content imaging; stronger effect = higher value; z-score at 5 µM; 190,000 tested, 0.3% active; AID 1625;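 active means z-score above 3 at 5 µM with at least 500 cells counted in the well; inconclusive means wells under 500 cells, flagged as cytotoxic or low count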
SV40 large T antigen – TAg ATPase/helicase activity blockers – biochemical (AID 1903); SV40 large T antigen ATPase/helicase inhibition assay; higher % means a stronger effect; inhibition, % at 20 µM, or IC50 in µM where a hit was titrated; 310,000 tested, 0.39% active; in the data active means a potency from the dose series; inconclusive means inhibition mostly from about 32% at the one dose, without a potency; inactive means the rest, 99 in 100 with inhibition below about 32%; further: strong numbers were not always called active
CSM14.1 death rescue – rescue of cells from ER stress-induced death, primary screen, 384-well, CSM14.1, thapsigargin, ATP luminescence (AID 1222) | CSM14.1 thapsigargin-induced death rescue, ATP luminescence; higher % means a stronger effect | cellular ATP content (survival), % at 20 µM, or EC50 in µM where a hit was titrated | 190,000 tested, under 10 active;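 active means EC50 below 50 µM in the dose-response confirmation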;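 further: death triggered by thapsigargin at about 15 µM added after 2 h compound pretreatment; cell ATP read after overnight thapsigargin exposure of roughly 18 to 22 hours; normalized against plate controls of thapsigargin alone and 5% DMSO vehicle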
TNAP activators – stimulation of alkaline phosphatase TNAP activity – biochemical, luminescent, no phosphate acceptor, uHTS, primary screen (AID 1001) | purified TNAP, luminescent activation assay, no phosphate acceptor; higher activation fold means a stronger effect | activation fold at 20 µM; hits with a dose series show EC50 in µM | 200,000 tested, 0.03% active; in the data active means activation fold from about 3, or a potency from the dose series; inactive means the rest, 99 in 100 with activation fold below about 1.6; further: many of its hits are not listed in these tables
West Nile antiviral – West Nile virus antiviral activity, cell-based, CPE readout (AID 1621); West Nile virus-infected cells, CPE inhibition; higher % means a stronger effect; one-dose CPE inhibition, % at 10 µM; IC50 in µM for titrated hits; 290,000 tested, 0.02% active; in the data active means a potency from the dose series; inconclusive means CPE inhibition mostly from about 3.7% at the one dose, without a potency; inactive means the rest, 99 in 100 with CPE inhibition below about 2.2%; further: strong numbers were not always called active
RSV CPE inhibition – inhibition of RSV-induced cytopathic effect – HEp-2 cells, primary 10 µM value included (AID 2391). 310,000 tested, 0.13% active. HEp-2 cells, RSV-induced CPE inhibition; higher % means a stronger effect. CPE inhibition, % at 10 µM, or IC50 in µM where a hit was titrated; in the data active means a potency from the dose series; inconclusive means CPE inhibition mostly from about 23% at the one dose, without a potency; inactive means the rest, 99 in 100 with CPE inhibition below about 21%; further: strong numbers were not always called active
Insulin prom up cell count – second read-out of Insulin prom up, no call of its own (marks repeat the call); cell count; measured here: cytotoxicity, nuclei count;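 total cells summed across four imaged fields per well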
Numbers without * were called inactive; ? = inconclusive; . = not tested or not shown. Unless noted, no stated cut-off is given here; in the data, active means inhibition above about 50%; inactive means the rest.

SMILES	Salmonella PhoP GFP	PMI inhibitors	human PMI inhibitors	Insulin prom up	Insulin prom up cell count	SV40 large T antigen	CSM14.1 death rescue	TNAP activators	West Nile antiviral	RSV CPE inhibition
O=C(Cc1ccc(-n2c(=O)c3sccc3n(Cc3ccc(F)cc3)c2=O)cc1)NCc1ccco1	2%	5%	9%	1.4	882	15%	-3.1%	1.2	-0.4%	2.0%
Cc1cc(C)c(C(N)=O)c(Nc2cccc(Cl)c2C)n1	18%	6%	6%	0.1	1733	-4%	-2.0%	1.1	0.7%	1.4%
CCOC(=O)C(C(C)=O)c1nc(C)nc2c1nnn2Cc1ccccc1Cl (centres undefined)	2%	-7%	2%	.	.	9%	0.6%	1	0.3%	.
CC(C)c1ccc(NC(=O)NCc2ccccn2)cc1	-2%	.	.	.	.	10%	.	.	0.0%	3.3%
O=C(NCC1CCCO1)C(c1ccc(F)cc1)N(CCCN1CCOCC1)C(=O)c1ccc(-c2ccccc2)[nH]1 (centres undefined)	1%	7%	4%	-0.67	1226	5%	-1.2%	1.1	-0.2%	-1.6%
O=C(c1ccc(-c2nnc(-c3ccccc3)o2)cc1)N1CCCCCC1	0%	0%	3%	-0.06	1401	3%	-0.9%	1.1	-0.1%	-0.2%
C[C@@H](C(=O)Nc1ccc2ccccc2c1)[C@@H]1C[C@@]1(C)[C@@H](NC(=O)c1cccnc1)c1ccccc1	5%	4%	8%	0.67	1087	16%	-4.6%	1.1	.	-0.5%
CCn1c(O)c(N=NC(=O)CNC(=O)/C=C/c2ccccc2)c2ccccc21	-6%	.	.	.	.	5%	.	.	0.1%	1.6%
O=C(NC1CCCC1)C(c1ccccc1)N(Cc1ccccc1)C(=O)c1csnn1 (centres undefined)	-3%	.	.	.	.	13%	.	.	-0.4%	1.3%
CC(C)CC(=O)NC(=S)Nc1ccc(N2CCOCC2)c(Cl)c1	-4%	16%	11%	-1.3	1312	6%	-1.2%	1.2	-1.5%	1.5%
CCOCCCNC(=O)C(NC(=O)Cc1cccs1)c1ccc(Cl)cc1 (centres undefined)	-1%	-2%	-3%	-0.03	1195	4%	-1.0%	1	-0.7%	0.2%
CCCCN(CCCNC(=O)Cn1ncc2ccsc2c1=O)Cc1ccccc1	2%	-15%	-3%	0.54	1197	0%	0.0%	1.1	-0.8%	-0.9%
COCCn1nnnc1CN1CCC(Cc2ccccc2)CC1	-3%	-11%	-12%	-0.1	1239	2%	-0.2%	1.1	-0.5%	3.1%
Cc1ccc(-c2cc(C(=O)N3CCOCC3)c3cc(C)ccc3n2)cc1	8%	.	.	.	.	0%	.	.	0.4%	0.7%
CCOC(=S)SCc1cn2ccc(C)cc2n1	-8%	0%	5%	0.06	1066	29%	0.4%	1.1	-0.1%	0.4%
O=C(NNC(=O)c1ccc(-c2ccccc2)cc1)c1ccccc1	-4%	18%	0%	-0.23	1662	15%	-1.3%	1.4	-0.2%	2.6%
CCCNC(=O)c1cc2c(C(F)(F)F)nn(C)c2s1	-4%	3%	0%	0.32	1301	0%	-1.4%	1.1	0.2%	0.7%
COc1ccccc1N1C(=O)c2ccc(C(=O)Nc3cccc(C(C)=O)c3)cc2C1=O	13%	.	.	.	.	34%	.	.	0.1%	-0.8%
CCCS(=O)(=O)N1CCCC(C(=O)Oc2ccc(C)c(C)c2)C1 (centres undefined)	0%	.	.	.	.	10%	.	.	-0.3%	0.3%
COc1ccc(NC(=O)[C@@H]2CCCN2C(=O)[C@@H]2Cc3ccccc3CN2C(=O)OC(C)(C)C)cc1	11%	.	.	.	.	4%	.	.	-0.3%	0.0%
O=C(/C=C/Nc1ccccc1)c1cnc(-c2ccccc2)s1	-23%	-3%	-10%	.	.	16%	-1.8%	1.1	0.1%	0.3%
Cc1ccc(NC(=O)CN2CCCCCC2)cc1[N+](=O)[O-]	-5%	-5%	1%	-0.35	1197	3%	-0.6%	1.1	-0.2%	-2.6%
Cc1cc(-c2ccccc2)nc(=O)[nH]1	3%	-8%	-8%	-0.31	1266	10%	-1.5%	1.1	0.0%	0.8%
Cc1cc(C)n(-c2ccc(C(=O)Nc3nnc(C)s3)cc2)n1	-8%	-2%	-3%	0.13	918	0%	-1.5%	1.2	0.1%	2.3%
CCCn1c(N)c(N(CCOC)C(=O)/C=C/c2cccc(Cl)c2)c(=O)[nH]c1=O	3%	4%	-1%	0.57	1354	2%	-5.5%	1.1	0.7%	-0.2%
C[n+]1ccn(CC(=O)c2cc(C(C)(C)C)c(O)c(C(C)(C)C)c2)c1	-6%	.	.	.	.	10%	.	.	-0.1%	1.7%
CNS(=O)(=O)c1cc(NC(=O)c2cnc(SC)n2-c2ccccc2)ccc1C	-10%	.	.	.	.	6%	.	.	0.8%	2.2%
CN1C(=O)c2ccccc2C(C(=O)O)C1c1cccc(F)c1 (centres undefined)	-8%	6%	5%	0.06	1394	14%	-0.8%	1.1	0.0%	2.2%
Fc1ccccc1N1CCN(CC2CC3C=CC2C3)CC1 (centres undefined)	10%	-8%	-14%	.	.	1%	0.9%	1.1	-0.1%	-0.5%
CCCC(=O)Nc1ccc(Nc2ccccc2)cc1	12%	3%	12%	0.11	1364	?	0.7%	1	-0.9%	1.6%

Some entries already given, showing only West Nile antiviral, PMI inhibitors and RSV CPE inhibition.
smiles	West Nile antiviral	PMI inhibitors	RSV CPE inhibition
O=C(/C=C/Nc1ccccc1)c1cnc(-c2ccccc2)s1	0.1%	-3%	0.3%
Cc1ccc(NC(=O)CN2CCCCCC2)cc1[N+](=O)[O-]	-0.2%	-5%	-2.6%

Other results.
SMILES	Salmonella PhoP GFP	PMI inhibitors	human PMI inhibitors	Insulin prom up	Insulin prom up cell count	SV40 large T antigen	CSM14.1 death rescue	TNAP activators	West Nile antiviral	RSV CPE inhibition
CCCC(CCC)C(=O)Nc1cccc(C(=O)O)c1	-6%	9%	4%	.	.	18%	6.4%	1.1	0.8%	0.2%
Cc1ccc(NC(=O)CCC(=O)N/N=C/c2coc3ccccc3c2=O)cc1	4%	.	.	-0.01	995	22%	.	.	-0.2%	0.4%
CCn1ncc(C2=NOC(C(=O)Nc3cccc(O)c3)C2)c1C (centres undefined)	-2%	-19%	-12%	-0.42	1384	12%	7.5%	1.1	0.4%	1.9%
N#C/C(=C\c1ccncc1)c1nc2ccccc2c(=O)[nH]1	-1%	-44%	-39%	1.4	1114	6%	-1.0%	0.5	1.7%	-1.9%
COC(=O)C1(Cc2ccc(O)cc2)OC(=O)C(O)=C1c1ccc(O)cc1 (centres undefined)	0%	.	.	0.29	1022	?	.	.	-0.1%	0.9%
CCOC(=O)C1CCCN(Cc2ccc(OC)c(OCc3ccccc3)c2)C1 (centres undefined)	1%	.	.	.	.	13%	.	.	-0.5%	1.1%
O=C(C/C=N\OCc1c(Cl)cccc1Cl)Oc1ccc(Cl)cc1Cl	-9%	10%	6%	.	.	-1%	-0.1%	1.1	0.3%	0.5%
CC(C)CCNC(=O)C1c2ccccc2Oc2ccccc21	-6%	.	.	.	.	7%	.	.	0.1%	1.3%
CCOC(=O)CSc1nc2cc(C(=O)NCc3ccco3)ccc2c(=O)n1-c1ccc(F)cc1	-10%	10%	14%	0.87	1899	-2%	-2.0%	1	0.0%	0.1%
CCN(CC)S(=O)(=O)c1ccc(OC)c(NC(=O)c2cccs2)c1	6%	.	.	-0.49	1515	9%	1.1%	1.1	?	1.6%
COc1cc2cc(CN(C(=O)NC3CCCCC3)C3CCCC3)c(=O)[nH]c2cc1OC	5%	0%	7%	0.83	1219	2%	0.5%	1.1	-0.1%	-1.2%
CC(C)(C)c1ccc(C(=O)NCCC(=O)N2CCCC2)cc1	8%	.	.	.	.	11%	.	.	-1.4%	0.7%
COc1ccc(OC)c(N(CC(=O)N2CCN(c3cc(Cl)ccc3C)CC2)S(C)(=O)=O)c1	7%	16%	8%	-0.43	1255	4%	0.9%	1.1	-0.5%	5.4%
O=C(NC1(C(F)(F)F)NC(=O)N(CCc2ccccc2)C1=O)C1CC1 (centres undefined)	-1%	-4%	-3%	-0.26	1228	26%	0.5%	1.1	-0.1%	1.0%
CSc1ccc(S(=O)(=O)NCCSC(C)(C)C)cc1	-3%	5%	-1%	-0.72	899	-113%	-0.8%	1.1	-0.9%	-1.6%
c1cncc(CNc2nc(-c3cccnc3)nc3ccccc23)c1	-5%	.	.	.	.	14%	.	.	0.2%	2.6%
CC(C(=O)NCC1CCCCC1)N(C)Cc1cccc(Cl)c1 (centres undefined)	-2%	-2%	11%	-0.31	1242	5%	0.4%	1	-1.7%	1.1%
COc1cc(/C=N/N2C(=O)c3ccccc3NC2(C)c2cccc([N+](=O)[O-])c2)cc(Br)c1O (centres undefined)	-12%	13%	16%	-0.22	1437	16%	-1.4%	1.1	0.3%	1.6%
Cc1cc(C)cc(C(=O)NC(=S)Nc2cccnc2)c1	3%	.	.	.	.	5%	.	.	0.7%	1.5%
O=C(O)c1cccc(NC(=O)c2cc(NC(=O)c3ccccc3)cc(NC(=O)c3ccccc3)c2)c1	-22%	.	.	.	.	5%	.	.	-0.2%	0.5%
COc1ccccc1OCC(=O)N1CCN(C(=O)c2ccco2)CC1	-7%	.	.	.	.	2%	.	.	0.5%	1.3%
CC(C)(C)c1nc2scc(-c3cccs3)c2c(=O)o1	-15%	10%	3%	0.79	1334	0%	-2.4%	1.1	-0.1%	3.1%
Nc1ccc(N=Nc2ccccc2)c2cccnc12	17%	.	.	.	.	-23%	.	.	1.4%	20%
Nc1c(NCCC2=CCCCC2)c(=O)[nH]c(=O)n1Cc1ccccc1	9%	7%	12%	1.8	1038	8%	-1.8%	1.1	.	1.4%
CC(=O)Cc1nnn(-c2cc(C)on2)n1	3%	.	.	-0.69	1110	-2%	.	.	0.0%	1.7%
C[C@@H](NC(=O)[C@@H]1Cc2ccccc2CN1)C(=O)NCc1ccco1	-3%	.	.	.	.	9%	.	.	0.1%	0.1%
Cc1ccc(S(=O)(=O)N2CCC(C(=O)Nc3ccccc3N3CCCCC3)CC2)cc1	-12%	3%	6%	-2.5	920	-2%	-1.3%	1.1	-0.6%	1.0%
COc1ccc(NC(=O)CCNC(=O)Cn2cnc3sc4c(c3c2=O)CCCC4)c(OC)c1	-1%	.	.	.	.	4%	.	.	-0.3%	1.3%
Cc1ccc(S(=O)(=O)Nc2ccccc2C(=O)Nc2ccc(S(=O)(=O)Nc3nccc(C)n3)cc2)cc1	4%	2%	-15%	0.36	1263	11%	0.5%	1.2	0.0%	2.1%
S=C(NCc1ccc2c(c1)OCO2)NC1CC1	-7%	-3%	-2%	0.13	1606	7%	-2.0%	1.1	0.7%	-0.6%
